Source: PubChem BioAssay (several laboratories)
BH1578 lux ind = inducers of Vibrio cholerae quorum light production without autoinducers; activation, % at 18.7 µM; V. cholerae BH1578 lux reporter, luminescence, 6 h; 0.16% of 350,000 active; AID 588436; in the data active = activation mostly above about 9.7%, no sharp cut-off; also: not every result past the cut was called active; inactives centre near 0; reference of the scale not given here
SSB-PriA inh = inhibitors of Klebsiella pneumoniae PriA binding to SSB C-terminal tail | AlphaScreen SSBct-PriA binding, biotinylated peptide | inhibition, % at 33 µM | 0.6% of 430,000 active | AID 1272365; in the data active = inhibition mostly above about 37%, no sharp cut-off; inactive = mostly below about 20%;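 also: plate controls were negative control peptide for no effect and reference peptide for full effect; strong numbers were not always called active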
3CLpro inhibitor = SARS-CoV 3CLpro protease inhibition. P0C6X7. 0.14% of 290,000 active. inhibition, % at 6 µM. recombinant SARS-CoV 3CLpro, quenched FRET peptide cleavage. AID 1706; in the data active = inhibition above about 12%
Rv3671c inh = inhibits the M. tuberculosis serine protease Rv3671c; P9WHR9; inhibition, % at 5.96 µM; 0.048% of 320,000 active; in the data active = inhibition above about 38%;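 also: extracellular domain of Rv3671c used as enzyme; 0% = enzyme with DMSO and 100% = no enzyme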
Y pestis TopoI = Y. pestis Topo-I inhibition via cleavage products; Y. pestis Topo-I cleavage product accumulation, plate reader; activity, % at 10 µM; 0.064% of 360,000 active; AID 504884; in the data active = activity above about 50%, passing the limit was not always enough; also: inactives centre near 2
Anthrax LF inh2 = blocks Bacillus anthracis lethal factor protease. 0.12% of 360,000 active. inhibition, % at 10 µM. multiplex microsphere protease cleavage assay, LF. AID 588501; in the data active = inhibition above about 30%; also: plate controls were buffer without enzyme for full effect and enzyme alone for no effect
VHR inh abs = DUSP3 (human) phosphatase inhibition; P51452; recombinant VHR phosphatase, pNPP absorbance; inhibition, % at 13.3 µM; 0.52% of 290,000 active; AID 1654; in the data active = inhibition above about 50%; also: some compounds called inactive have numbers as strong as hits
MazEF act = MazEF (E. coli) toxin RNase activation. P0AE70. FAM/BHQ RNA-DNA oligo cleavage fluorescence, 5 h. activation, % at 20 µM. 0.32% of 350,000 active. AID 504720; in the data active = activation above about 50%
PfHsp40 yeast = restores yeast growth despite PfHsp40 toxicity. S. cerevisiae expressing PfHsp40, growth rescue, ATP luminescence. growth rescue, % at 12.5 µM. 0.68% of 340,000 active; in the data active = growth rescue above about 28%, passing the limit was not always enough;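 also: yeast W303a lacking pdr1 and pdr3 grown in galactose medium; growth measured after three days at 30 °C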
TcdB inh = blocks C. difficile toxin B glycohydrolase activity; inhibition, % at 9.99 µM; AID 652162; P18177; TcdB glycohydrolase enzymatic assay, plate reader; 0.24% of 350,000 active; in the data active = inhibition above about 10%
Target sequence (P18177 whole entry, looked up): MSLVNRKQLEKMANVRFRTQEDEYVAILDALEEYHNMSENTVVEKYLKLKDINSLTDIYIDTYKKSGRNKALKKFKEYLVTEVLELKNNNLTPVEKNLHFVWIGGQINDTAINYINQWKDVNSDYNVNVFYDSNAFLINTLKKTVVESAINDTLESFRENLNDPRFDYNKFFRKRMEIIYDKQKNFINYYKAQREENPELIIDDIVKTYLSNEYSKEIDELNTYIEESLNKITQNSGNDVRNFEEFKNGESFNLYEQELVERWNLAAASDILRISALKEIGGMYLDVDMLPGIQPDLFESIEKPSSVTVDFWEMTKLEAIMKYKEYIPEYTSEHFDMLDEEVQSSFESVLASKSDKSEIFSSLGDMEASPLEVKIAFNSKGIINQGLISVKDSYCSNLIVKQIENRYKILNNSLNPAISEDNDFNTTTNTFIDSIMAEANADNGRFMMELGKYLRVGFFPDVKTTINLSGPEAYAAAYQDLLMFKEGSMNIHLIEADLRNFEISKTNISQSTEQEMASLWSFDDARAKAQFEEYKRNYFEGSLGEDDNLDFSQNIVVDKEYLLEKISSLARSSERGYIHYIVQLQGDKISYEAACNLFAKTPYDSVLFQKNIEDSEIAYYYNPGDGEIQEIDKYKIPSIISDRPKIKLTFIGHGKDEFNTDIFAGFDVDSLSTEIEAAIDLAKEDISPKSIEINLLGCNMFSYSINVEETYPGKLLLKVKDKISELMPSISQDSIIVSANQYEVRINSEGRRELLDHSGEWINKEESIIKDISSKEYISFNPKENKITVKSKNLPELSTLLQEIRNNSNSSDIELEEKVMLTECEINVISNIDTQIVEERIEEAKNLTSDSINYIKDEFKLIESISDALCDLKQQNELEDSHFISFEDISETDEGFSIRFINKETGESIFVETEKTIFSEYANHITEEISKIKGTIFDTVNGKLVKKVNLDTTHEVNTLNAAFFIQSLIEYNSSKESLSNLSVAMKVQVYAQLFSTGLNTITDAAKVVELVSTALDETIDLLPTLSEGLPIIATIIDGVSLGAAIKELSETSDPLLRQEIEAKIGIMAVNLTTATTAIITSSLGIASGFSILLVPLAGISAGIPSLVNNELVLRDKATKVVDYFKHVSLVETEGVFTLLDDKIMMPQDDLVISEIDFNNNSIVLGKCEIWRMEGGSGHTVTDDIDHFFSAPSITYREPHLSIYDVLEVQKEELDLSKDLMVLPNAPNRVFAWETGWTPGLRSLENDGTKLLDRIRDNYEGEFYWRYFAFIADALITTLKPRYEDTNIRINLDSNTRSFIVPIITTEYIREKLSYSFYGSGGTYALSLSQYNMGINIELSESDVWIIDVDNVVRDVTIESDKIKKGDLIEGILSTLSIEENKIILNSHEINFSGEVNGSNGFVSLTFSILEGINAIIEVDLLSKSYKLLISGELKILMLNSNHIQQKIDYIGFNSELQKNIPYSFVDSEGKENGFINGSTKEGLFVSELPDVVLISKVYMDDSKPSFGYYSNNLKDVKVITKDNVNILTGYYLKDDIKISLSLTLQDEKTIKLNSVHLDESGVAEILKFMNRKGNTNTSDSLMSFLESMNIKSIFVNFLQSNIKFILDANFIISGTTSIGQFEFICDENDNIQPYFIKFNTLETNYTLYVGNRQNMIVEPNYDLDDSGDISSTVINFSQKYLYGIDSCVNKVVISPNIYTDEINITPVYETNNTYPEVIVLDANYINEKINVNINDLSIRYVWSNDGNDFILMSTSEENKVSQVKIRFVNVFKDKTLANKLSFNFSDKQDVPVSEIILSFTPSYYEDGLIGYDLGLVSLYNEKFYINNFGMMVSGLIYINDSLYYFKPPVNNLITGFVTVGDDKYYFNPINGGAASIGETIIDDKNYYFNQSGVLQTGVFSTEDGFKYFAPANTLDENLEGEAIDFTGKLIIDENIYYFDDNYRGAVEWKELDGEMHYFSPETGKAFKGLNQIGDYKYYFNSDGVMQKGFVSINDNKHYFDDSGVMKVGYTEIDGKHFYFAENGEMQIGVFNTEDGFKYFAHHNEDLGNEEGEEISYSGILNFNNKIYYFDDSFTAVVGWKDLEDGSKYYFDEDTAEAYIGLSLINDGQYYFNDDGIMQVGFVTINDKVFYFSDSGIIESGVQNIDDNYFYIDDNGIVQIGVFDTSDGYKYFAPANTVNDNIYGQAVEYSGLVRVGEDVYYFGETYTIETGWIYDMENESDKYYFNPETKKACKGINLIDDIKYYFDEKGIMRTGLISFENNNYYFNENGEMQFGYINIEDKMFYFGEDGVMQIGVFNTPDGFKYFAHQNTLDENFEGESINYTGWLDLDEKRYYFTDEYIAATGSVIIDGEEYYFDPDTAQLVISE
Numbers without * were called inactive; i = inactive; nt = not tested or not shown; & = joins results of further samples. Not all compounds are listed. The share of hits here may be higher or lower than overall.

No.	Molecule	BH1578 lux ind	SSB-PriA inh	3CLpro inhibitor	Rv3671c inh	Y pestis TopoI	Anthrax LF inh2	VHR inh abs	MazEF act	PfHsp40 yeast	TcdB inh
1	O=S(=O)(Nc1cccc(Cl)c1)c1ccc(-n2cccn2)cc1	-0.2	-16	5	-5	9	-2	-6	2	-1.8	0.5
2	CCN1C(=O)/C(=C\c2cn(-c3ccccc3)nc2-c2cccnc2)SC1=S	i	-9	-2	nt	6	-1	17	-90	-1.1	0.2
3	CCOC(=O)C1CCN(S(=O)(=O)c2ccc(C(C)=O)cc2)CC1	i	-13	-2	-8	6	-2	18	-16	-0.6	nt
4	O=C(Nc1ccccc1C(=O)N1CCCC1)c1cccc(S(=O)(=O)N2CCCCC2)c1	1.1	-6	2	0	14	5	0	4	0.7	nt
5	Cc1ccc(NC(=O)CCl)cc1S(=O)(=O)N1CCCCCC1	-0.4	-23	4	14	7	3	22	2	-0.7	2.0
6	O=C(NCC(c1ccco1)N1CCCC1)c1cccc(S(=O)(=O)N2CCc3ccccc32)c1 (stereo unspecified)	i	nt	nt	nt	1	-7	nt	11	nt	1.7
7	CCc1ccc(CN2CCC(n3nccc3NC(=O)c3ccccc3Cl)CC2)cc1	-1.5	2	-3	-1	28	3	-2	-3	0.1	-0.2
8	COc1ccc(C(=O)C2CCCN(C(=O)c3cc(C)on3)C2)cc1F (stereo unspecified)	-0.4	-5	-3	6	-3	-1	4	3	-0.3	0.1
9	COc1cccc(/C=N/NC(=O)CNC(=O)c2ccco2)c1O	0.3	nt	5	-8	-10	-3	8	10	0.5	-14
10	COc1ccc(NC(=S)NC(=O)c2cncc(Br)c2)cc1	-0.4	-5	nt	5	1	-2	nt	4	5.2	1.6
11	COc1ccc2c(c1OC)C(=O)N1N=C(c3ccc(O)cc3)CC21 (stereo unspecified)	-0.3	-14	-11	-12	-2	-8	0	4	-1.5	nt
12	O=C(CSc1ccc(-c2ccc(F)cc2)nn1)N1CCCc2ccccc21	-0.4	-6	7	0	22	2	-13	-3	1.0	0.8
13	CCCCn1c(N)c(N(CC(C)C)C(=O)CN2C(=O)c3ccccc3C2=O)c(=O)[nH]c1=O	-0.7	-2	nt	3	4	2	nt	1	0.0	1.7
14	COC(=O)c1ccccc1NC(=O)c1ccc(COc2cccc3ccccc23)o1	nt	-3	6	-8	-2	-18	26	-17	-0.3	nt
15	Cn1cccc1C(=O)c1ccc(Cl)cc1Cl	i	-14	-3	-6	4	1	-6	-1	0.3	nt
16	O=C(CSc1nnc(-c2ccc3c(c2)OCO3)n1-c1ccccc1)c1ccc(Cl)cc1	-0.2	-6	3	1	-4	0	-5	35	0.7	nt
17	CS(=O)(=O)c1ccc(C(=O)OC2CCOC2=O)cc1[N+](=O)[O-] (stereo unspecified)	-4.5	-5	-1	6	-7	-2	-52	10	-0.2	1.5
18	FC(F)(F)c1ccc(CN2CCN(Cc3ccco3)CC2)cc1	-0.3	-8	-4	6	-4	-4	-4	-1	50*	1.7
19	COc1cccc(NC(=O)C2CCCN2C(=O)Nc2ccccc2F)c1 (stereo unspecified)	i	-13	-8	-6	3	1	-5	-1	-1.0	nt
20	COc1ccc(/C=C/C(=O)Oc2ccc(C)cc2)cc1	-0.1	-30	4	3	-8	12	1	-2	-0.6	0.5
21	COc1cc(OC)nc(/N=C/N(C)C)n1	i	nt	0	nt	6	-3	5	16	1.5	0.4
22	CC(Oc1ccc(Cl)cc1Cl)C(=O)NNC(=O)c1cccnc1 (stereo unspecified)	i	-1	1	-8	6	0	15	1	0.8	2.8
23	CC(C)C[C@@H](CN)NC(=O)c1nc[nH]c1C(=O)N[C@@H](CC(C)C)C(=O)CNC[C@H](C)NC(=O)c1nc[nH]c1C(=O)N[C@@H](CC(C)C)C(=O)O	-0.7	nt	nt	nt	23	-8	nt	nt	-1.4	nt
24	O=[N+]([O-])c1ccccc1S(=O)(=O)NC1CC2CCC1C2 (stereo unspecified)	i	10	-1	-5	-2	-10	1	7	-0.6	1.2
25	Cc1nc(Cl)sc1C(=O)Nc1ccc(C(F)(F)F)cc1	i	-19	-4	-4	2	6	0	12	-2.3	2.6
26	CC1CC1c1ccc(/C=C(\C#N)C(=O)Nc2ccc(Cl)cc2)o1 (stereo unspecified)	-0.2	-7	4	32	6	0	-8	-13	-0.7	nt
27	COc1ccccc1N(CC(=O)N1CCOCC1)S(C)(=O)=O	0.4	-6	0	-1	-2	-14	12	4	-1.7	-1.9
28	Cc1ccc(NC(=S)N2CCC(NC(=O)c3cccc(F)c3)CC2)cc1	0.4	15	2	4	-1	-4	55*	0	0.6	0.6
29	Cc1ccc(-n2c(SCC(=O)N3CCCc4ccccc43)nnc2-c2cccnc2)c(C)c1	-0.4	-2	-5	0	14	10	14	-5	0.6	-0.3
30	COc1ccc(Cl)cc1C1=NOC2(CCC2)C(=O)N1Cc1ccc(NC(C)=O)cc1	i	nt	nt	nt	14	-4	nt	nt	nt	1.2
31	CC/C(=N\NC(N)=O)c1ccc(OC(F)F)cc1	i	nt	1	14	-3	-4	14	0	-3.0	1.3
32	Cc1cccnc1NC(=S)NC(=O)c1oc2ccccc2c1C	-0.3	-1	-1	7	9	-2	15	5	-0.8	0.9
33	O=S(=O)(Cc1ccccc1)N1CCN(C2Cc3ccccc3C2)CC1	i	5	1	-5	9	0	6	-1	4.2	nt
34	COc1ccc(CN2CCNC(=O)C2CC(=O)NCC2CCOCC2)cc1C (stereo unspecified)	-2.6	-12	2	nt	8	-2	-2	2	0.1	-0.6
35	Cc1[nH]c2ccccc2c1/C=N/Nc1nc2ccccc2[nH]1	i	nt	-13	59*	-24	-11	-12	27	3.8	2.9
36	CNC(=O)c1ccc(NC(=O)c2ccccc2OCc2c(C)noc2C)cc1	5.3	nt	nt	nt	1	0	nt	1	nt	-1.3
37	COc1cc([N+](=O)[O-])cc(/C=N/NC(=O)c2ccc(NC(=O)c3ccc(C)cc3)cc2)c1O	-0.1	nt	-3	nt	2	-3	1	-2	21	-0.2
38	O=C(O)CSCC(=O)Nc1ccc(-c2nc3ccccc3s2)cc1	-0.4	-1	1	-7	11	-13	31	-9	0.8	-2.6
39	CCOCCCNC(=O)c1cc2c(=O)n3cccc(C)c3nc2n1C	-0.2	-13	nt	-3	-6	-6	-2	-30	0.9	1.4
40	COc1cccc(C2CN(c3ccc(F)cc3F)N=C2c2cccs2)c1OC (stereo unspecified)	6.7	-22	-2	2	10	-2	12	-24	0.0	nt

Given field by field: 4 of the compounds above
[35] Cc1[nH]c2ccccc2c1/C=N/Nc1nc2ccccc2[nH]1
  BH1578 lux ind: i
  SSB-PriA inh: nt
  3CLpro inhibitor: -13
  Rv3671c inh: 59*
  Y pestis TopoI: -24
  Anthrax LF inh2: -11
  VHR inh abs: -12
  MazEF act: 27
  PfHsp40 yeast: 3.8
  TcdB inh: 2.9

[36] CNC(=O)c1ccc(NC(=O)c2ccccc2OCc2c(C)noc2C)cc1
  BH1578 lux ind: 5.3
  SSB-PriA inh: nt
  3CLpro inhibitor: nt
  Rv3671c inh: nt
  Y pestis TopoI: 1
  Anthrax LF inh2: 0
  VHR inh abs: nt
  MazEF act: 1
  PfHsp40 yeast: nt
  TcdB inh: -1.3

[37] COc1cc([N+](=O)[O-])cc(/C=N/NC(=O)c2ccc(NC(=O)c3ccc(C)cc3)cc2)c1O
  BH1578 lux ind: -0.1
  SSB-PriA inh: nt
  3CLpro inhibitor: -3
  Rv3671c inh: nt
  Y pestis TopoI: 2
  Anthrax LF inh2: -3
  VHR inh abs: 1
  MazEF act: -2
  PfHsp40 yeast: 21
  TcdB inh: -0.2

[38] O=C(O)CSCC(=O)Nc1ccc(-c2nc3ccccc3s2)cc1
  BH1578 lux ind: -0.4
  SSB-PriA inh: -1
  3CLpro inhibitor: 1
  Rv3671c inh: -7
  Y pestis TopoI: 11
  Anthrax LF inh2: -13
  VHR inh abs: 31
  MazEF act: -9
  PfHsp40 yeast: 0.8
  TcdB inh: -2.6

Next records.
No.	Molecule	BH1578 lux ind	SSB-PriA inh	3CLpro inhibitor	Rv3671c inh	Y pestis TopoI	Anthrax LF inh2	VHR inh abs	MazEF act	PfHsp40 yeast	TcdB inh
41	Cc1ccc(C(=O)NCC(=O)N2CCN(c3ncccn3)CC2)s1	-0.3	-9	0	-4	-2	-6	4	-7	-1.1	nt
42	Cc1ccc2cc3cc(C(=O)NCCCN4CCc5ccccc5C4)oc3nc2c1	-0.3	5	-4	-14	19	1	-4	-1	1.5	nt
43	CCn1ccnc1CN(C)Cc1cn(C)nc1-c1ccccc1F	i	-1	-3	-6	0	0	8	5	0.4	1.7
44	O=C(Nc1ccc(Cl)c(Cl)c1)OCc1cccnc1	-0.3	-16	4	-119	-10	-10	-20	15	-1.3	nt
45	O=C(Nc1c2c(nn1-c1ccc(F)cc1)CS(=O)(=O)C2)C1CCCC1	-0.4	-2	5	3	6	-2	39	7	2.0	0.8
46	CC(=O)C1C(c2cn(-c3ccccc3)nc2-c2cccs2)NC(=O)NC1(O)C(F)(F)F (stereo unspecified)	-0.6	11	2	-3	1	3	20	0	0.3	nt
47	CCNC(=O)NC(=O)CSc1ccc(S(=O)(=O)N2CCCCC2)cn1	2.0	-9	nt	3	2	1	nt	-3	-0.8	0.2
48	COc1cc(NC(=O)c2ccccc2)c(OC)cc1NC(=O)Cc1ccc(F)cc1	0.8	-7	-3	-5	-5	-9	11	6	0.9	0.5
49	CC(=O)Nc1cccc(NC(=O)C(=O)c2cn(CC(=O)N3CCCCC3)c3ccccc23)c1	i	-4	-2	-8	-6	3	20	3	0.4	0.9
50	Cc1cc(S(=O)(=O)N2CCN(C(=O)c3ccco3)CC2)ccc1F	i	-2	0	1	7	12	13	9	-0.7	0.8
51	C#CCNCCS(=O)(=O)N(Cc1ccc(Br)cc1)[C@@H](CC(C)C)C(=O)O	i	-6	nt	nt	7	-5	nt	1	-0.5	0.1
52	COC(=O)C1=C(C)NC(=O)NC1c1ccc(OCC(=O)N2CCCCC2)cc1 (stereo unspecified)	i	-2	-7	7	-7	-2	44	1	0.7	nt
53	CC(C)Cc1cc(C(=O)NCCc2ccccc2)no1	-0.8	-18	5	7	9	5	-8	0	-0.9	0.8
54	O=S(=O)(c1ccccc1)N1CCN2CCCC2C1 (stereo unspecified)	i	0	-3	-2	3	3	21	-5	-0.7	-0.3
55	CN(C)S(=O)(=O)c1ccc(NC(=O)c2ccc(Br)o2)cc1	i	-3	2	5	-8	2	6	4	-0.5	nt
56	COC(=O)c1ccc(NC(=O)CCN2CCN(CCC(=O)Nc3ccc(C(=O)OC)cc3)CC2)cc1	0.1	-71	0	3	-4	-2	18	-7	0.1	nt
57	Nc1[nH]c(=O)[nH]c(=O)c1N=Nc1ccccc1Cl	-0.3	-6&21	-1	0	2	-4	-4	2	-0.3	-3.4
58	N#CC1=C(N)n2c(s/c(=C\c3ccco3)c2=O)=C(C#N)C1c1ccco1 (stereo unspecified)	-0.3	nt	-3	8	-8	3	-9	29	1.8	nt
59	CCOC(=O)Cc1csc(SCC(=O)NC(C)C23CC4CC(CC(C4)C2)C3)n1 (stereo unspecified)	-0.4	-14	-4	-8	32	-5	5	-4	1.9	nt
